Bioassay records (PubChem BioAssay)
NCI-60 one-dose screen, 48 h, at 10 µM unless noted. Numbers give growth in % (100 = growth as untreated, 0 = no growth, -100 = all killed).
T-47D = T-47D breast cancer; actives 5% (n = 79,000)
MCF7 = MCF7 breast cancer; actives 6.3% (n = 82,000)
K-562 = K-562 leukemia | AID 1794777 | actives 7.4% (n = 78,000)
MDA-MB-231 = MDA-MB-231 breast cancer | actives 5% (n = 81,000)
SR = SR leukemia cells; actives 8.7% (n = 73,000)
BT-549 = BT-549 breast cancer; actives 4.4% (n = 78,000); AID 1794793
HS 578T = HS 578T breast cancer | actives 4.1% (n = 78,000)
MDA-MB-468 = MDA-MB-468 breast cancer; actives 8.5% (n = 78,000); AID 2202374
Active calls of the source: *; x = not tested or not shown; & = joins results of further samples. Rule for the calls: active = growth percent below 10; inactive = the rest.

SMILES	T-47D	MCF7	K-562	MDA-MB-231	SR	BT-549	HS 578T	MDA-MB-468
O=C(CSc1nnc(-c2cc(-c3ccccc3)nc3ccccc23)n1-c1ccccc1)Nc1ccc(Cl)cc1	81.2	89.6	85.0	91.1	73.6	115.8	94.4	106.4
COc1cc(/C=C/C(=O)c2ccc(Nc3nc(NCCO)nc(N4CCOCC4)n3)cc2)cc(OC)c1OC	32.1	3.2*	10.7	32.9	17.4	33.5	9.5*	2.9*
COc1ccc(-c2cc(-c3cc(OC)ccc3OC)[nH]c(=O)c2C#N)cc1	63.8	59.5	25.4	55.4	14.2	48.7	43.5	37.9
CCOC(=O)[C@]12CCC(C)(C)C[C@H]1C1=CC[C@@H]3[C@@]4(C)C/C(=C/c5cccnc5)C(=O)C(C)(C)[C@@H]4CC[C@@]3(C)[C@]1(C)CC2	46.7	38.4	56.8	79.6	40.3	105.5	86.1	92.4
CCCO/N=C/c1ccncc1	116.7	95.3	94.6	101.8	89.7	110.5	105.8	103.3
O=C(O)c1ccccc1NS(=O)(=O)c1cccc(-n2sc3ccccc3c2=O)c1	77.9	104.1	97.4	97.5	88.0	104.3	x	101.8
COc1cccc(/C=C2\Cc3ccccc3C2=O)c1	100.4	58.8	93.8	104.1	x	103.4	110.8	99.6
CC(C)(C)n1cc(-c2ccnc(NCCNS(=O)(=O)c3ccc(Br)cc3)c2)c(-c2cccc(O)c2)n1	8.1*	8.2*	6.2*	38.2	-10.5*	30.8	16.8	2.1*
Nc1ccc(Nc2nccc(-c3ccc(Cl)cc3)n2)cc1	76.7	70.4	x	89.5	x	97.1	87.6	69.9
CCOC(=O)N1CCN(CCCCl)CC1	102.9	97.7	96.2	100.3	97.1	99.5	108.1	97.4
COC(=O)c1ccc2c(c1)[n+](=O)c(C(=O)OC)c(C)n2[O-]	80.1	82.2	70.3	99.7	53.2	77.8	95.2	63.3
Clc1ccc(Nc2nc(Nc3ccccc3)nc(Nc3ccc(-c4cc(-c5ccc(Cl)cc5)on4)cc3)n2)cc1	71.7	50.0	40.2	60.5	51.5	59.1	11.7	93.4
O=C(O)c1cn(C2CC2)c2cc(N3CCN(Cn4nc(-c5ccncc5)n(-c5ccccc5)c4=S)CC3)c(F)cc2c1=O	x	92.2	94.6	102.7	88.8	91.4	100.7	105.3
C=C(C[C@](O)(C(=O)/C=C/c1ccc(Cl)cc1)C(=O)OC)c1ccccc1	36.2	5.8*	50.7	71.0	23.3	79.5	104.4	69.5
Cc1ccc(/C(CSc2nc3[nH]c(=O)n(C)c(=O)c3[nH]2)=N\O)cc1	x	100.8	x	117.8	109.9	101.3	92.2	105.3
CC[C@H](Nc1ncnc2nc[nH]c12)c1nc(CCCCCC(=O)OC)c2ccccc2n1	87.3	95.1	82.3	100.3	103.2	90.0	99.7	89.8
C/C(=N\OC(=O)Nc1ccccc1)c1ccccc1	104.1	95.0	96.6	106.5	81.5	99.9	85.1	83.2
O=C(C(=O)N1CCOCC1)c1ccc(O[C@H]2O[C@H](CO)[C@@H](O)[C@H](O)[C@@H]2O)cc1	107.4	100.1	105.7	98.4	94.6	99.3	182.6	97.5
CCOC(=O)/C=C/c1c2c(c(OC)c3c1OCO3)[C@H]([C@H]1OC(=O)c3c1ccc(OC)c3OC)N(C)CC2	82.2	95.2	78.7	101.3	56.8	97.7	100.6	97.8
CN(C)S(=O)(=O)c1ccc(Cl)cc1	x	96.1	107.1	100.6	99.9	x	85.5	98.7
O=c1oc2cccnc2n1Cc1cn(-c2ccc(Cl)cc2Cl)nn1	81.6	101.4	107.6	91.1	76.4	90.1	98.2	96.1
NN1C(S)N=NC1NNC(=S)Nc1ccc(S(=O)(=O)Nc2ccc(Cl)nn2)cc1 (configuration not stated)	108.2	103.5	112.1	91.6	123.9	110.8	100.3	102.3
COc1cc(OC)c(/C=C/C(=O)c2ccc(Nc3ncnc4ccccc34)cc2)c(OC)c1	36.2	0.5*	4.4*	-19.9*	1.9*	-29.3*	-13.2*	-34.8*
CCCC(C)(O)C(C)CC (configuration not stated)	106.0	106.9	101.8	104.5	93.2	x	100.8	113.7
COc1cc(NC(=O)CCSc2nc3ccc(C)cc3c(=O)n2-c2ccccc2)cc(OC)c1OC	81.3	95.3	90.1	47.2	x	89.0	86.9	93.3
C=C(C)[C@@H]1CC=C2c3sc(-c4ccc(C(F)(F)F)cc4)nc3C[C@@H](C)[C@]2(C)C1	98.6	94.1	88.5	91.9	80.6	110.9	97.8	x
Fc1cc(C2=NNC(c3ccc[nH]3)C2)ccc1-n1ccc(C(F)(F)F)n1 (configuration not stated)	76.7	83.3	62.2	62.7	77.9	92.3	103.1	89.7
O=C(OCC1OC(O)C(OC(=O)c2ccccc2)C1OC(=O)c1ccccc1)c1ccccc1 (configuration not stated)	65.2	83.2	99.0	110.4	77.7	111.7	101.3	107.6
NS(=O)(=O)c1ccc(CCN2C(=O)/C(=C\c3ccc(F)cc3)C=C2c2ccc(Cl)cc2)cc1	95.2	90.0	96.2	91.3	93.0	97.4	95.6	107.2
Cc1ccnc(-c2cc(C)ccn2)c1	91.6	95.5	103.6	94.5	80.5	97.7	104.6	109.4
Cc1cc(=O)[nH]c2[nH][nH]c(=O)c12	112.8	103.2	100.6	108.6	x	119.2	113.5	112.7
COc1ccc(/C=C/c2nc(N3C(=O)C(Cl)C3c3ccc(Cl)cc3)c3ccccc3n2)cc1 (configuration not stated)	68.3	63.2	71.6	82.6	77.2	100.3	91.7	87.0
COc1ccc2[nH]c(O)c(N=Nc3nc(-c4ccccc4)cs3)c2c1	0.0*	11.6	28.9	60.1	27.0	50.2	41.6	-20.7*
COc1ccc(-c2nc(SCC(C)C)nc(N/N=C(/C)c3ccc(Cl)cc3Cl)c2C#N)cc1	69.9	84.8	88.7	74.1	107.5	87.3	89.7	100.1
Cc1c(Br)cccc1NC(=O)c1sc2nc3c(cc2c1N)CN(Cc1ccccc1)CC3	43.0	14.9	7.5*	22.7	9.3*	29.3	11.3	16.8
Cc1cc(O)c(Cl)cc1Cl	111.3	97.8	88.4	129.0	82.6	107.5	103.7	105.2
COc1ccc2nc(NC(=O)CSC(=S)N3CCN(Cc4ccccc4)CC3)sc2c1	95.9	96.6	114.3	122.7	139.8	109.0	114.6	117.3
CCn1cc(C(=O)O)c(=O)c2cc(F)c(N3CCN(S(=O)(=O)c4cccc5ccccc45)CC3)cc21	5.3*	14.6	15.4	23.9	2.8*	-4.3*	x	4.8*
O=[N+]([O-])c1cccc(-c2nc3sccn3c2-c2ccnc(NCCNS(=O)(=O)c3cccc4ccccc34)n2)c1	71.1	82.6	88.5	104.0	101.3	96.7	99.2	87.0
Cc1cc(C)c(N)c(S(=O)(=O)O)c1	93.2	92.1	113.0	97.8	81.4	x	x	x
Nc1ccc(-c2nnc(SCc3ccc(O)c4ncccc34)o2)cc1	-19.7*	2.5*	3.5*	33.8	18.8	-11.7*	-12.6*	-20.7*
CCOC(=O)c1cn2c3c(cc(C)cc3c1=O)C(=O)CC2	84.9	98.3	102.7	96.8	x	97.0	90.1	87.1
Cc1ccc(C(=O)/C(Cl)=N/O)cc1	x	90.6	99.9	x	90.8	76.5	93.3	109.0
CC(=O)c1ccc(NC(=O)CSc2nnc(-c3cnccn3)n2-c2ccccc2)cc1	70.7	90.6	83.6	81.2	76.0	87.9	91.8	101.0
Cc1ccc(-c2nc(C#N)c(S(=O)(=O)n3nc(-c4ccccc4)cc3N)o2)cc1	18.2	79.5	13.3	89.0	x	96.8	95.6	63.1
CSc1nc(N)c2c(n1)NC(c1ccc(Cl)cc1)CC(c1ccc3c(c1)OCO3)=N2 (configuration not stated)	58.5	75.3	36.2	72.5	54.9	94.0	92.1	92.7
COc1cc(-c2ccc(Nc3nc4ccccc4s3)c(OC)c2)ccc1Nc1nc2ccccc2s1	101.4	98.6	109.3	96.7	111.0	90.1	114.5	116.0
O=C(N/N=C/c1cccc2ccccc12)C1CC1	109.1&98.9	87.5&80.3	114.2&92.3	91.3&95.4	93.6	101.0	98.6&108.7	105.7&119.6
COc1cc2cc(Oc3ccc(NC(=O)Nc4ccccc4)cc3)c(C)nc2cc1OCCN1CCCCC1	88.0	31.9	-45.6*	85.7	-25.9*	86.8	70.4	79.5
Cc1cccc(-n2c(C)nc3c(c(C)nn3-c3ccccc3)c2=O)c1	69.6	88.2	88.3	84.7	x	106.8	97.7	98.3
Nc1ncnc2c1ncn2C1OC2COP(O)(=S)OC3C(COP(=O)(O)OC2C1F)OC(n1ccc(=O)[nH]c1=O)C3F (configuration not stated)	106.8	102.3	110.9	115.8	98.0	86.7	114.0	109.2
O=C(Nc1ccc(-c2n[nH]c(=S)n2/N=C/c2c[nH]c3ccccc23)cc1)c1cccnc1	92.1	100.2	92.8	92.4	91.1	104.1	94.0	118.1
O=C(O)CC1CC(O)CCC1=O (configuration not stated)	107.1	99.7	111.4	107.1	x	109.9	102.4	111.6
COc1ccccc1NCCCOc1cc(O)c2c(=O)cc(-c3ccccc3)oc2c1	75.6	76.2	89.9	90.3	80.2	111.2	102.7	95.4
CCc1oc2ccccc2c1C(=O)c1ccc(OCCN(CC)CC)cc1	77.8	93.5	75.1	98.7	x	68.4	88.1	57.5
COc1cc(/C=C2/N=C(c3ccccc3)N(C(=O)c3ccc4ccccc4c3)NC2=O)ccc1O	x	81.3	93.5	101.7	x	87.8	90.9	84.5
O=c1oc2ccc(Br)cc2cc1C1=CSc2ccccc2N=C1	58.7	x	86.7	79.6	102.6	86.0	79.6	75.4
NS(=O)(=O)c1ccc(N/C=C2\C=NC3C=CC=CC23)cc1 (configuration not stated)	107.0	96.9	104.1	91.1	92.4	115.1	80.7	92.5
NC(=S)N/N=C/c1ccc(OC(=O)COc2cc(Cl)c(Cl)cc2Cl)cn1	49.3	28.5	48.6	82.6	1.4*	64.3	114.0	-0.4*
COc1c(C)c(C)c(OC)c2c1[nH]c(=O)c1c3ncccc3cn21	85.8	78.1	82.9	55.7	86.4	103.2	89.7	97.6

5 compounds drawn at random from the list so far, as already listed:
SMILES	T-47D	MCF7	K-562	MDA-MB-231	SR	BT-549	HS 578T	MDA-MB-468
NC(=S)N/N=C/c1ccc(OC(=O)COc2cc(Cl)c(Cl)cc2Cl)cn1	49.3	28.5	48.6	82.6	1.4*	64.3	114.0	-0.4*
CCc1oc2ccccc2c1C(=O)c1ccc(OCCN(CC)CC)cc1	77.8	93.5	75.1	98.7	x	68.4	88.1	57.5
Nc1ncnc2c1ncn2C1OC2COP(O)(=S)OC3C(COP(=O)(O)OC2C1F)OC(n1ccc(=O)[nH]c1=O)C3F (configuration not stated)	106.8	102.3	110.9	115.8	98.0	86.7	114.0	109.2
NS(=O)(=O)c1ccc(N/C=C2\C=NC3C=CC=CC23)cc1 (configuration not stated)	107.0	96.9	104.1	91.1	92.4	115.1	80.7	92.5
O=C(Nc1ccc(-c2n[nH]c(=S)n2/N=C/c2c[nH]c3ccccc23)cc1)c1cccnc1	92.1	100.2	92.8	92.4	91.1	104.1	94.0	118.1

New compounds follow:
SMILES	T-47D	MCF7	K-562	MDA-MB-231	SR	BT-549	HS 578T	MDA-MB-468
CCCCCCCCCCCCCCCCNC(=S)N/N=C/c1cc(Br)ccc1O	45.0	60.1	39.6	74.8	11.6	76.9	x	75.2
COC(=O)[C@H](NS(=O)(=O)N(c1cccc(F)c1)C1CCN(Cc2ccc(F)cc2)CC1)C(C)C	63.0	79.1	74.6	73.0	67.5	99.4	88.4	51.5
O=C(O)CCC(=O)c1cccc([N+](=O)[O-])c1	99.3	108.5	103.4	111.1	110.0	104.6	105.2	x
CCCCCCCCCCSC(=N)N	-5.3*	8.1*	11.1	13.0	-25.0*	85.9	81.1	-83.1*
Nc1nc(N)c(N=Nc2ccc(S(=O)(=O)Nc3ccccn3)cc2)c(=O)[nH]1	98.8	100.4	95.4	113.9	83.8	98.6	129.5	103.5
O=S(=O)(NCCNc1nccc(-c2c(-c3cccc(O)c3)nc3occn23)n1)c1ccc(C(F)(F)F)cc1	79.2	67.2	97.2	90.7	109.6	107.0	100.1	89.0
O=C(/C=C/c1cc(Cl)ccc1Cl)Nc1ncc(Cc2ccc(Cl)cc2)s1	63.8	16.2	9.6*	6.8*	14.0	-46.5*	7.0*	23.8
CCC1=C(c2ccc(OC)cc2)C(C)(C)Oc2c1ccc(O)c2CN1CCCC1	-41.2*	-73.1*	-24.9*	24.2	-4.2*	40.9	59.3	-45.1*
Nc1ccc(-n2nc3c(c2-c2ccccc2)-c2oncc2CC3)cc1	47.8	71.0	x	93.7	x	85.8	x	82.3
CCSc1oc(C)nc1[P+](c1ccccc1)(c1ccccc1)c1ccccc1	14.6	13.7	19.8	49.1	36.2	12.4	56.3	-20.3*
COc1ccc(-c2nc(SCC(C)C)nc(N/N=C\c3ccc(OC)c(OC)c3)c2C#N)cc1	81.6	85.4	87.3	80.8	78.7	94.2	72.6	93.9
O=C(c1ccc(O)cc1)[C@@H]1[C@@H]2CCCN2[C@@]2(C(=O)N(C(=O)c3ccc(F)cc3)c3ccccc32)[C@H]1c1ccc(F)cc1	89.0	86.3	75.7	82.5	60.8	98.5	105.2	92.4

In the list so far, these have a nitro group on carbon:
SMILES	T-47D	MCF7	K-562	MDA-MB-231	SR	BT-549	HS 578T	MDA-MB-468
O=[N+]([O-])c1cccc(-c2nc3sccn3c2-c2ccnc(NCCNS(=O)(=O)c3cccc4ccccc34)n2)c1	71.1	82.6	88.5	104.0	101.3	96.7	99.2	87.0
O=C(O)CCC(=O)c1cccc([N+](=O)[O-])c1	99.3	108.5	103.4	111.1	110.0	104.6	105.2	x
